# IL1B NFkB inh: blocks IL-1B driven NFkB nuclear translocation in HUVEC cells | HUVEC IL-1B NFkB p65 nuclear translocation imaging | hit rate 0.43% among 94,000 | inhibition, % at 2 µM;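 active = inhibition above about 30% together with a positive call from visual inspection of the well image, limit read from the data; inconclusive = inhibition above a set limit but visual check negative; inactive = inhibition not above a set limit, visual check negative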;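 note: nuclear over cytoplasmic p65 intensity ratio measured by imaging; 0% = IL-1B stimulated DMSO wells and 100% = unstimulated DMSO wells; values of inactives mirror those of a sister screen read the other way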
# NFkB transloc pot: enhances IL-1B driven NFkB nuclear translocation. AID 819. HUVEC IL-1B NFkB p65 nuclear translocation imaging. hit rate 0.3% among 94,000. activation, % at 2 µM;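 active = activation above 40%, about the mean plus 3 SD, also judged a hit on visual image review; inconclusive = activation above 40% but not a hit on visual review; inactive = activation not above 40% and no visual hit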;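 note: percent activation is computed from the nuclear over cytoplasmic p65 intensity ratio; values of inactives mirror those of a sister screen read the other way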
# Bcl-B TR3 displacers: displacers of TR3 peptide from Bcl-B, primary screen, selectivity assay for Bfl-1 inhibitor project, biochemical, fluorescence polarization. displacement, % at 20 µM, or IC50 in µM where a hit was titrated. hit rate 0.11% among 96,000. FP displacement of FITC-TR3 peptide from Bcl-B; higher % means a stronger effect;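 active = displacement above 50% at 20 µM plus a fluorescence interference ratio under 1.5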;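 note: plate controls were wells without compound for no effect and wells lacking Bcl-B protein for full effect; a part of the inactive calls stands beside numbers as strong as those of hits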
# PLAP inhibitors HTS: PLAP enzyme inhibitors, biochemical, luminescence, HTS (AID 690) | purified PLAP, luminescent substrate; higher % means a stronger effect | inhibition, % at 20 µM, or IC50 in µM where a hit was titrated | hit rate 0.08% among 96,000; in the data active = a potency from the dose series; inactive = the rest, 99 in 100 with inhibition below about 30%; note: strong numbers were not always called active
# MRP resist rev: reverses drug resistance mediated by MRP | hit rate 0.04% among 85,000 | differential viability (reversal), % at 10 µM | H69AR cells + 2 uM doxorubicin, CellTiter-Glo, 72 h;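 active = viability drop by adding the cancer drug above about 55%, with treated viability meeting a 40% cutoff, limit read from the data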;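 note: viability without doxorubicin minus viability with 2 µM doxorubicin for each compound; larger differential means the compound sensitizes cells more to doxorubicin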
# MRP resist rev cytotoxicity: recorded beside MRP resist rev, whose call it bears; viability, %; H69AR cells, CellTiter-Glo, 72 h; measured here: cytotoxicity without doxorubicin
# MRP resist rev with doxorubicin: recorded beside MRP resist rev, whose call it bears; viability, %; measured here: viability with 2 uM doxorubicin; active compounds read low
# IL1B NFkB inh cell count 2 µM: further read-out of IL1B NFkB inh, marked with its call; cell count; measured here: cells passing quality filter;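 raw number of nuclei counted in each imaged well without normalization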
# NFkB transloc pot cell count 2 µM: further read-out of NFkB transloc pot, marked with its call; cell count; measured here: cells passing quality filter
# An asterisk follows results filed as active; ? = inconclusive; · = no result given; & = joins results of further samples.
mol,IL1B NFkB inh,IL1B NFkB inh cell count 2 µM,NFkB transloc pot,NFkB transloc pot cell count 2 µM,Bcl-B TR3 displacers,PLAP inhibitors HTS,MRP resist rev,MRP resist rev cytotoxicity,MRP resist rev with doxorubicin
CN(C1CCCCC1)S(=O)(=O)c1ccc(Cl)c(C(=O)O)c1,·,·,·,·,0%,7%,20,116,96
O=C(Nc1cccc2nsnc12)c1cccs1,-15&-11,157&85,15&13,157&85,3%&-2%,18%&19%,-3,87,90
CCC1Oc2ccc(C)cc2N(CC(=O)NCc2cccc(OC)c2)C1=O (centres undefined),1,179,-1,179,-3%,-8%,20,93,73
CCN(CC)CCOCCOc1cc(C)c(Cl)c(C)c1,·,·,·,·,12%,17%,8,84,76
COc1ccc(OC(=O)CCCN2C(=O)c3ccccc3C2=O)cc1,-6,19,6,19,-12%,16%,-13,85,98
CCOC(=O)C1CCN(S(=O)(=O)c2cn(C)c(=O)n(C)c2=O)CC1,·,·,·,·,4%,-12%,4,103,99
CC1=C(C(=O)OC(C)C)C(c2cccs2)N2C(=O)CCSC2=N1 (centres undefined),-54,112,?,·,-6%,6%,7,90,83
CCOn1c(=O)c(=O)n(OCc2ccccc2)c2ccccc21,3,148,-3,148,-8%,11%,23,83,60
COC(=O)c1ccc(CSc2nc(C)nc3sc(C)c(C)c23)o1,-21,107,21,107,-18%,14%,-51,42,93
COc1ccc(Cn2cc3c(-c4ccc(F)cc4)nnc-3c3cc(OC)c(OC)cc32)cc1,4,181,-5,181,6%,-40%,-2,1,3

# 2 entries drawn at random from the list so far, as already listed:
mol,IL1B NFkB inh,IL1B NFkB inh cell count 2 µM,NFkB transloc pot,NFkB transloc pot cell count 2 µM,Bcl-B TR3 displacers,PLAP inhibitors HTS,MRP resist rev,MRP resist rev cytotoxicity,MRP resist rev with doxorubicin
CCOC(=O)C1CCN(S(=O)(=O)c2cn(C)c(=O)n(C)c2=O)CC1,·,·,·,·,4%,-12%,4,103,99
COc1ccc(Cn2cc3c(-c4ccc(F)cc4)nnc-3c3cc(OC)c(OC)cc32)cc1,4,181,-5,181,6%,-40%,-2,1,3

# Additional records.
mol,IL1B NFkB inh,IL1B NFkB inh cell count 2 µM,NFkB transloc pot,NFkB transloc pot cell count 2 µM,Bcl-B TR3 displacers,PLAP inhibitors HTS,MRP resist rev,MRP resist rev cytotoxicity,MRP resist rev with doxorubicin
O=C(COc1nncc2ccccc12)NCCC1=CCCCC1,-13,174,13,174,-3%,20%,-3,92,95
O=C(CSc1nc2ccccc2s1)Nc1nccs1,6,151,-6,151,-4%,6%,11,97,86
Cc1cc(C(=O)CN2C(=O)NC3(CCCCC3)C2=O)c(C)n1Cc1ccc2c(c1)OCO2,10,98,-10,98,-11%,-17%,13,97,84
COc1ccc(OCC(O)CN2C(=O)NC(C)(C)C2=O)cc1 (centres undefined),-25,140,25,140,-15%,·,-6,98,104
Cc1ccnc(Nc2nc(-c3c(C)nc4sccn34)cs2)c1,-14,122,14,122,10%,8%,-10,64,74
C=CCn1c(SCC(=O)Nc2c(C)cccc2C)nnc1-c1cnccn1,6,192,-6,192,23%,-15%,24,92,68
CCCNC(=O)COC(=O)c1ccc(S(=O)(=O)N2CCCCCC2)cc1,-4,134,4,134,3%,9%,14,101,87
Cc1cc(C)n(C(=O)CNC(=O)c2ccco2)n1,·,·,·,·,6%,-7%,-4,91,95
Cc1cc2c(C)cc(=O)oc2c2c1NCCC2,-23,146,23,146,7%,-8%,8,78,69
CCN(CC)c1cc(C)c2ccccc2n1,-20,132,20,132,·,·,-16,76,93
COc1ccc(NC(=O)c2c(C)oc3c2CCCC3)cc1,8,128,-8,128,-10%,-3%,-8,95,104
C#CCONC(=O)c1cc(OCC(F)(F)F)ccc1OCC(F)(F)F,2,181,-2,181,3%,9%,·,·,·
Cc1nonc1NC(=O)c1ccccc1Br,-33,125,33,125,-5%,-20%,-19,79,98
O=C(c1ccco1)N1CCN(S(=O)(=O)Cc2ccc(Cl)cc2)CC1,9,132,-9,132,-7%,-11%,-15,86,102
CCOC(=O)c1[nH]c2ccccc2c1NC(=O)CCN1CC(C)OC(C)C1 (centres undefined),·,·,·,·,1%,-7%,-10,85,95
COc1cc2c(cc1NC(=O)CSc1nc3ccccc3[nH]1)oc1ccccc12,-16,173,16,173,-3%,-32%,·,·,·
CC(C)Cn1c(Cc2ccccc2)n[nH]c1=S,-2,152,2,152,-12%,-31%,-3,87,90
CCOC(=O)C1CCCN(C(=O)Cc2ccc(C)cc2)C1 (centres undefined),-3,39,3,39,4%,27%,13,99,87
CC(=O)NC1C(=O)N=C(SCc2ccccc2)NC1=O (centres undefined),3,49,-3,49,-4%,26%,-28,72,100
CCn1cc(C(=O)Nc2ccc(C(=O)N3CCCC3)cc2)c(=O)c2ccc(C)nc21,·,·,·,·,-7%,-49%,12,89,77
Cc1ccc(C(=O)NC2(C(F)(F)F)N=C3SCCN3C2=O)cc1 (centres undefined),11,66,-11,66,-2%,-8%,-4,96,100
COc1ccccc1-c1nc(C(F)(F)F)c(OC)o1,-9,134,9,134,1%,-11%,4,95,90
O=C(Nc1nccs1)c1ccc(NC(=O)c2ccco2)cc1,-12,50,12,50,-17%,14%,-5,88,93
C=CCOc1ccc2c(OC)c3ccoc3nc2c1OC,-9,133,9,133,·,·,7,99,92
O=C(COC(=O)CC1CC2CCC1C2)NC(=O)NCc1ccco1 (centres undefined),4,57,-4,57,-16%,-68%,7,96,88
Brc1cc(Br)c2ncnc(N3CCCCC3)c2c1,-9,128,9,128,1%,-56%,-3,2,5
O=C(NC1C2CC3CC(C2)CC1C3)C1CC1 (centres undefined),-43,134,?,·,1%,3%,-5,97,101
COc1ccc(N2CC(C(=O)NCCC3=CCCCC3)CC2=O)cc1 (centres undefined),-7,64,7,64,9%,-72%,·,·,·
CCN1CCN(C(=O)c2cc3cc4cc(OC)ccc4nc3s2)CC1,·,·,·,·,-5%,-51%,-28,76,104
O=C(/C=C/c1ccccc1Cl)c1cccnc1,-4,182,4,182,0%,13%,-5,1,6
O=C(CSCc1c(Cl)cccc1Cl)Nc1nccs1,4,144,-4,144,-4%,11%,-2,89,91
Cc1cc(C(=O)CSc2nnc(-c3ccccc3F)o2)c(C)n1Cc1cccs1,-20,115,20,115,-9%,-37%,6,89,83
CCOc1ccc(Nc2nc3ccccc3n3nnnc23)cc1,-2,50,2,50,0%,-1%,8,72,63
CCN(CCO)c1ccc(-n2c(N)c(C(=O)OC)c3nc4ccccc4nc32)cc1,-36,142,36,142,13%,-56%,-9,74,83
Cc1ccc(C2CC(c3ccco3)n3ncnc3N2)cc1 (centres undefined),9,166,-9,166,-27%,-31%,·,·,·
CCC(=O)Nc1nc2ccccc2n1Cc1ccccc1C,-16,116,16,116,-14%,-74%,-27,66,93
COC(=O)C1=C(CSCc2ccco2)NC(=O)NC1c1cc(C)ccc1C (centres undefined),1,148,-1,148,-5%,-17%,-31,45,76
CN(c1ccc(C(=O)NC2CC3CCC2C3)cc1)S(C)(=O)=O (centres undefined),4,148,-4,148,-9%,2%,7,91,84
COc1ccc(S(=O)(=O)NC(CC(=O)NCC2CCCO2)c2ccco2)cc1 (centres undefined),0,97,0,97,3%,-10%,0,87,87
CCOC(=O)C1CCCc2c1[nH]c1c(C(N)=O)cccc21 (centres undefined),2,57,-2,57,3%,-56%,19,109,90
CC(=O)Nc1c(C)nn(-c2ccc(C)c(C)c2)c1C,4,144,-4,144,-8%,-8%,·,·,·
CCOc1ccccc1CN1C(=O)c2ccccc2C1C(=O)NCC1CCCO1 (centres undefined),-6,84,6,84,-7%,6%,4,95,90
Cc1ncoc1C(=O)Nc1nccs1,-9,146,9,146,-2%,-2%,2,92,90
CC(=O)Oc1ccc(-c2csnn2)cc1,-13,194,13,194,20%,-6%,·,·,·
CCCCn1c(Nc2ccccc2)nc2ccccc21,9,168,-9,168,-22%,18%,-1,87,88
CCCNC(=O)NC(=O)CSc1nc2ccccc2n1CC(C)C,9,188,-9,188,-4%,-50%,-8,80,88
CCOC(=O)N1CCN(c2nc3c(c(=O)[nH]c(=O)n3C)n2Cc2ccccc2Cl)CC1,-2,146,2,146,-1%,-20%,3,63,60
O=C1c2ccccc2C(=O)N1CCCC(=O)N1CCc2ccccc21,-10,65,10,65,4%,6%,5,90,85
CCOC(=O)N1CCN(Cc2ccc(F)cc2F)CC1,-13,151,13,151,-6%,-4%,-4,96,100
CCOC(=O)Cc1csc(Nc2c(C)n(C)n(-c3ccccc3)c2=O)n1,-33,188,33,188,2%,-24%,-5,96,101

# (listing goes on)
mol,IL1B NFkB inh,IL1B NFkB inh cell count 2 µM,NFkB transloc pot,NFkB transloc pot cell count 2 µM,Bcl-B TR3 displacers,PLAP inhibitors HTS,MRP resist rev,MRP resist rev cytotoxicity,MRP resist rev with doxorubicin
Cn1c(N)c(C(=O)CSc2ccc3c(c2)OCCO3)c(=O)n(C)c1=O,-17,116,17,116,-8%,1%,11,103,91
COc1ccccc1NC(=O)CN1CCN(CC(=O)Nc2ccc(OCc3ccccc3)cc2)CC1,-4,87,4,87,-2%,-24%,-5,41,47
Cc1cc(-c2ccc(N3C(=O)CCC3=O)c(C)c2)ccc1N1C(=O)CCC1=O,-2,116,1,116,-10%,20%,1,93,92
Cc1oc(-c2ccccc2Cl)nc1CSCC(=O)O,-11,69,11,69,0%,-24%,5,95,90
CCOC(=O)C(C(=O)Nc1ccccn1)C1CCCCC1 (centres undefined),-13,148,13,148,-1%,-28%,-15,83,98
COc1ccc(CCNC(=O)c2ccc(NS(=O)(=O)c3c(C)noc3C)cc2)cc1OC,-7,185,7,185,3%,-8%,·,·,·
O=C(NCC(=O)N(Cc1ccccc1)C(C(=O)NC1CCCC1)c1ccco1)c1ccco1 (centres undefined),6,157,-6,157,-1%,-29%,17,106,89
COCc1cc(C)n(CC(=O)NC(C)c2ccccc2)c(=O)c1C#N (centres undefined),-15,175,15,175,-5%,-2%,6,104,98
CCN(Cc1ccccc1)S(=O)(=O)c1ccc(C(=O)Nc2nnc(-c3ccccc3OC)o2)cc1,7,185,-7,185,-18%,-68%,-27,51,78
O=C(O)CCCn1nc(C(F)(F)F)c2c1CCCCC2,-17,138,17,138,-6%,-24%,7,103,97
CC(=O)NC(Cc1ccccc1F)C(=O)NC1CCN(C(=O)c2cnccn2)CC1 (centres undefined),11,103,-11,103,-2%,-11%,7,108,101
c1ccc2c(c1)N1CCN=C1N2CCN1CCCCC1,-10,111,10,111,8%,8%,-30,93,124
Clc1cccc(-c2ccnc3nc(-n4cccc4)nn23)c1,-4,137,4,137,-3%,5%,·,·,·
COc1ccc(Cn2cccc(NC(=O)Nc3cccc(C#N)c3)c2=O)cc1,-3,161,3,161,6%,1%,-8,67,75
CC1(C)CC(=O)C2=C(C1)c1c(ccc3ccccc13)NC2c1ccco1 (centres undefined),-4,142,3,142,-5%,11%,4,79,76
CN(c1ccc(C(=O)Nc2ccccc2C(F)(F)F)cc1)S(C)(=O)=O,-21,151,21,151,-1%,10%,·,·,·
COc1ccc(NC(=O)c2c(NC(=O)CNCc3ccco3)sc3c2CCC3)c(OC)c1,-2,150,3,150,-67%,-74%,-23,54,78
C=CCc1ccc(OCCOc2ccc(/C=N/n3cnnc3)cc2OCC)c(OC)c1,-10,214,10,214,-4%,-55%,-6,72,78
OCCN(CCO)c1ncnc2c1sc1nc(N3CCOCC3)c3c(c12)CCCC3,-5,144,5,144,-3%,-43%,-7,72,79
O=C(NCc1ccccc1)c1cccc(COc2ccc(Cl)cc2)c1,3,114,-3,114,-2%,-4%,·,·,·
N#Cc1cnc(SCC(=O)c2ccccc2)nc1N,2,157,-3,157,-9%,11%,-15,91,106

# Source: PubChem (several laboratories)

# Not all compounds are listed, so the mix of outcomes need not match the whole.
